Screens deposited in PubChem BioAssay by several laboratories.
CDK5 inh: inhibitors of human CDK5/p35 kinase, primary screen, biochemical, single concentration; inhibition, % at 10 µM; AID 488839, 2010; 330,000 tested, 0.01% active; Recombinant CDK5/p35, ADP-Glo luminescence, 60 min; Cyclin-dependent kinase 5 (Homo sapiens) + Cyclin-dependent kinase 5 activator 1 (Homo …;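 active = highest replicate inhibition of at least 50% and at least 75% of replicates reaching 50%; inconclusive = only one of the two criteria met; inactive = both criteria failed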;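 note: plate controls were DMSO neutral control for no effect and GW8510 at 10 µM for full effect; many of its hits are not listed in these tables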
MITF TRPM1 HTS: activators of MITF-driven TRPM1 promoter reporter, primary screen, cell-based, SK-MEL-5, luciferase, single point. SK-MEL-5 TRPM1-promoter luciferase, 24 h; % of positive control, neutral wells = 0. activation, % at 12.5 µM. 300,000 tested, 0.75% active. AID 588334, 2011;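 active = mean activation of at least 80% with every replicate also reaching 80%; inconclusive = mean reaches 80% but some replicate falls short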;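 note: 0% = neutral control wells and 100% = parthenolide positive control wells; values of inactives mirror those of a sister screen read the other way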
cardiac RTF act: cardiac RTF calcium sensitivity activators, primary screen, biochemical, IANBD-TnC fluorescence, EC20 calcium; Troponin I, cardiac muscle (Homo sapiens) + Troponin T, cardiac muscle (Homo sapiens) + …; IANBD-labeled TnC RTF fluorescence at EC20 calcium; 0% EC20 calcium, 100% full calcium; activation, % at 7.2 µM; 340,000 tested, 0.24% active; AID 493008, 2010;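 active = activation above the mean over all tested compounds plus 3 SD, cut at about 30% in these data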;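 note: rise in fluorescence read as greater calcium sensitivity of cardiac thin filaments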
SR-BI HDL uptake: inhibitors of SR-BI mediated HDL lipid uptake, primary screen, ldlA[mSR-BI] cells, fluorescence, single point; 320,000 tested, 0.96% active; ldlA[mSR-BI] CHO cells, DiI-HDL uptake fluorescence, 3 h; Scavenger receptor class B member 1 (Mus musculus), Q61009; inhibition, % at 12.5 µM; AID 488896, 2010;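 active = mean replicate inhibition of at least 70% and a set share of replicates each scoring 70 or more; inconclusive = meets just one of the two criteria; inactive = fails both criteria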;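 note: 0% = median of neutral control wells and 100% = median of positive control wells; values of inactives mirror those of a sister screen read the other way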
SR-BI DiI-HDL act: activators of SR-BI mediated DiI-HDL uptake, primary screen, ldlA[mSR-BI] CHO cells, DiI fluorescence; 320,000 tested, 0.096% active; activation, % at 12.5 µM; 3 h; 100 = double the neutral-control signal; AID 504775, 2011;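 active = mean replicate activation of at least 60% and every replicate at or above 60%; inconclusive = mean or all-replicate condition met, but not both; inactive = mean below 60% and not all replicates reaching 60%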;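 note: 0% = median plate neutral-control signal and 100% = twice that signal; values of inactives mirror those of a sister screen read the other way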
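system = CHO ldlA[mSR-BI] cells, LDL receptor-null, SR-BI overexpressing | medium = Ham's F12 with 0.5% BSA, HEPES 25 mM, pH 7.4 | probe or stimulus = DiI-HDL 10 µg/mL | compound dosing = single-point compound dose | incubation = compound exposure 3 h, 37 °C | technique = DiI fluorescence, bottom read | read-out = cell-associated DiI fluorescence as measure of HDL uptake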
Wnt bcat act: Wnt/beta-catenin pathway activators, primary screen, cell-based, plate reader, single point | 300,000 tested, 1.2% active | AID 743398, 2014 | Wnt/beta-catenin reporter cell assay, activator | activation, % at 9.35 µM; in the data active = activation above about 30%, passing the limit was not always enough; inconclusive = no clear call, values can overlap the other calls;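 note: 0% = neutral control wells and 100% = positive control wells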
dFosB activator: activators of delta FosB homodimer, primary screen, biochemical, fluorescence polarization, TAMRA-CDK5 oligo, single point. Protein FosB (Mus musculus), P13346. 340,000 tested, 0.99% active. purified delta FosB; percent of positive-control signal above neutral wells. activation, % at 25 µM;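 active = mean activation above about 17%, with every replicate also reaching it, limit read from the data, passing the limit was not always enough; inconclusive = only one of the two conditions met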;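 note: fluorescence polarization rise as delta FosB binds a TAMRA Cdk5 AP-1 oligo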
Target sequence (P13346 whole entry, looked up): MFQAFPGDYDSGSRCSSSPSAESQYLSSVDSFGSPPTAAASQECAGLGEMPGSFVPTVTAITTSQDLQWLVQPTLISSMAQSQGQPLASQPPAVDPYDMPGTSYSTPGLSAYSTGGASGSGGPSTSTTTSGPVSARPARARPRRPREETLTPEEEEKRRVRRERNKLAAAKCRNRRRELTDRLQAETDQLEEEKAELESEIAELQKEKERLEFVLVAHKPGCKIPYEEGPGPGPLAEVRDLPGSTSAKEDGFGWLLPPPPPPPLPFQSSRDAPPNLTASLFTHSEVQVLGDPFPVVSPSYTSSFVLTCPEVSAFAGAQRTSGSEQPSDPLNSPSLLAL
HTR5A ag ctr: HTR5A agonists in luminescence cell assay, primary screen, counter-screen for OPRM1-OPRD1 heterodimer agonist project, full-deck HTS | activation, % at 9.3 µM | 340,000 tested, 0.61% active | cell-based; in the data active = activation mostly above about 9.5%, no sharp cut-off; inactive = mostly below about 7.6%;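 note: 0% = cells with vehicle only and 100% = reference agonist; strong numbers were not always called active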
Target sequence (P47898 whole entry, looked up): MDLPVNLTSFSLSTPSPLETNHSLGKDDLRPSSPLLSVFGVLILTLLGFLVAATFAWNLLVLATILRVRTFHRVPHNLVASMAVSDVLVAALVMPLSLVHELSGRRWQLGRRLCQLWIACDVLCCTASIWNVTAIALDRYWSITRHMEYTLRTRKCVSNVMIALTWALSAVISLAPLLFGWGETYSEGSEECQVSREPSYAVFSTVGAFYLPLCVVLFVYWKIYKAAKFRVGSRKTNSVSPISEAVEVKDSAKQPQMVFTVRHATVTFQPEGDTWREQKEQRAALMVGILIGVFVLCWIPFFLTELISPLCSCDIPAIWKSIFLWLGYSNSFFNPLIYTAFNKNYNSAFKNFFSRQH
Rtt109 HAT inh: inhibitors of C. albicans Rtt109/Vps75 HAT, primary screen, biochemical, ThioGlo CoA-SH fluorescence, plate reader. purified Rtt109/Vps75, 4 h. inhibition, % at 34.9 µM. 330,000 tested, 0.16% active. AID 540336, 2011;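 active = inhibition of at least 50% in every replicate; inconclusive = best replicate reaches 50% inhibition but some replicates fall short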
Target sequence (Q5AAJ8 whole entry, looked up): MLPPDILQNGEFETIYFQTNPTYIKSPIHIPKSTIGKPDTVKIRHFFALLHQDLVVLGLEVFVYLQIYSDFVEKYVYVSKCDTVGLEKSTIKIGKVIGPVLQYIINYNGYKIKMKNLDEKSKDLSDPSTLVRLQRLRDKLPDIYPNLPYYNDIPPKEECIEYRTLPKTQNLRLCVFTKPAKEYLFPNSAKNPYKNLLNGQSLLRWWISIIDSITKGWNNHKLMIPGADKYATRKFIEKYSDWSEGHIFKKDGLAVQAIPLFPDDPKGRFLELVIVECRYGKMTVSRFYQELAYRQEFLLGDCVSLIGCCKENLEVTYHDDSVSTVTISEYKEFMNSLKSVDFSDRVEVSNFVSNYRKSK
PvdQ inh: P. aeruginosa PvdQ acylase inhibitors, primary screen, biochemical, fluorescence, plate reader and imaging, single point. PvdQ acylase [Pseudomonas aeruginosa LESB58]. purified PvdQ acylase. 340,000 tested, 0.063% active. inhibition, % at 10 µM; in the data active = inhibition above about 30%, passing the limit was not always enough; inconclusive = no clear call, values can overlap the other calls;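 note: 0% = vehicle neutral wells and 100% = reference inhibitor wells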
* marks the source's active call; other numbers are inactive results; ? = inconclusive; . = not tested or not shown.

# | structure | SR-BI DiI-HDL act | SR-BI HDL uptake | dFosB activator | Wnt bcat act | cardiac RTF act | PvdQ inh | MITF TRPM1 HTS | HTR5A ag ctr | CDK5 inh | Rtt109 HAT inh
1 | O=C1C[C@@H]2c3c(cccc3CN1Cc1ccccc1Br)C[C@@H](O)[C@H]2O | 16 | -16 | ? | -1 | 0 | 9 | 14 | -1 | -0.3 | 2
2 | CC(Oc1ccccc1)C(=O)Nc1nnc(C2CCCCC2)s1 (stereo not drawn) | 19 | -19 | -14 | -6 | 1 | -11 | 22 | 4 | 0.8 | -7
3 | COc1cc(C(=O)N2CCN(CCCc3ccccc3)CC2)cc(OC)c1OC | 13 | -13 | -9 | 4 | 7 | -14 | . | 1 | -3.8 | 0
4 | Clc1nc2ccccc2cc1-c1nnn(-c2ccccc2)n1 | -5 | 5 | 1 | 27 | -6 | 10 | . | 2 | -0.3 | 1
5 | CNc1nc(NC)c2cn[nH]c2n1 | -5 | 5 | -15 | -4 | 3 | -6 | 20 | -3 | 1.6 | 12
6 | COc1ccc(OC)c(NC(=O)CSc2nnc(Cc3cccn3C)n2CCc2ccccc2)c1 | -17 | 17 | -13 | . | -6 | 4 | -5 | 5 | 0.5 | 12
7 | CCCC(c1nnnn1CCOC)N1CCN(Cc2ccccc2)CC1 (stereo not drawn) | 18 | -18 | -4 | . | -7 | 3 | -7 | 5 | -1.5 | 0
8 | CC(=O)Oc1ccc2occ(-c3ccccc3)c2c1 | 14 | -14 | -8 | 6 | -2 | -14 | 36 | 4 | 1.5 | 1
9 | CCOC(=O)C1CCN(S(=O)(=O)c2ccc(OC)c(C(=O)N3CCCCCC3)c2)CC1 | 11 | -11 | -9 | 1 | 0 | -5 | 7 | 3 | -1.1 | -2
10 | O=C(O)/C=C/C(=O)NCCCc1ccccc1 | 14 | -14 | 4 | 0 | 3 | -7 | -6 | 3 | -0.2 | -2
11 | O=C(COC(=O)/C=C/c1cccc(C(F)(F)F)c1)NC(c1ccccc1)c1ccccc1 | 6 | -6 | 26* | -1 | 7 | -12 | -6 | 2 | -4.5 | -10
12 | Cc1ccc(C)c(-n2c(SCC(=O)N3CCC(C(=O)O)CC3)nnc2-c2cccc(Cl)c2)c1 | 3 | -3 | -3 | -1 | 4 | -11 | 5 | -3 | -0.1 | -1
13 | COCCNC(=O)c1cc(S(=O)(=O)N2CCCCC2)ccc1N1CCOCC1 | 29 | -29 | 0 | 1 | -9 | 1 | 8 | -1 | 0.7 | -4
14 | Cc1cc(C)c(S(=O)(=O)/N=C2\C=CC(=O)C(Cl)=C2)c(C)c1 | 12 | -12 | -6 | . | 1 | -16 | 0 | 2 | -0.5 | -13
15 | CCOC(=O)C1CCCN(C(=S)Nc2ccc(F)cc2)C1 (stereo not drawn) | 11 | -11 | 4 | -1 | -3 | -3 | -4 | 0 | 0.0 | 4
16 | O=C(CN1c2ccccc2S(=O)(=O)c2ccccc21)NCc1ccc(F)cc1 | -6 | 6 | 5 | 2 | -2 | -8 | 8 | -4 | . | -5
17 | COC(=O)c1ccc(C)c(NC(=O)CN2C(=O)c3ccccc3S2(=O)=O)c1 | 13 | -13 | 6 | . | -3 | -3 | 18 | 6 | 0.0 | -1
18 | Cc1ccc(Cc2cnc(NC(=O)c3ccco3)s2)cc1 | 23 | -23 | -10 | . | -2 | -9 | 45 | 5 | 1.3 | 6
19 | CC(C)(C)OC(=O)C[C@@H]1C/C=C\C[C@@H](CC(=O)N[C@@H](CO)Cc2ccccc2)C(=O)NCCOC1=O | -1 | 1 | -10 | -1 | -9 | -5 | 12 | 2 | 0.9 | -7
20 | O=C1C(=O)N(c2ccccc2)C(c2ccccc2[N+](=O)[O-])/C1=C(\O)c1ccccc1 (stereo not drawn) | 9 | -9 | -7 | 4 | 1 | -2 | -2 | -2 | -1.6 | 5
21 | OCCNCCCCCOc1ccc(F)cc1 | -8 | 8 | 1 | -14 | 4 | -7 | -6 | 1 | -0.8 | -6
22 | COc1cc(NC(=O)N[C@@H](Cc2c[nH]c3ccccc23)C(=O)O)c(C(=O)O)cc1OC | 13 | -13 | -6 | 1 | 1 | -3 | -4 | 2 | -0.9 | -1
23 | COc1cc(CN2CCN(CC3CC3)CC2CCO)cc(OC)c1 (stereo not drawn) | -8 | 8 | -3 | -1 | 0 | -6 | . | -4 | -0.5 | 2
24 | COc1ccc(C(=O)C2CCCN(S(=O)(=O)c3ccccc3F)C2)c(C)c1 (stereo not drawn) | 0 | 0 | -9 | -3 | 2 | -17 | -3 | -1 | -3.2 | -3
25 | N#Cc1cc([N+](=O)[O-])ccc1NC(=O)COC(=O)C1CCC(=O)N1 (stereo not drawn) | 22 | -22 | 3 | -5 | 2 | -11 | -9 | -2 | -1.8 | 3
26 | O=C(N=C1SC2CS(=O)(=O)CC2N1c1ccc(Cl)c(Cl)c1)C1CCCO1 (stereo not drawn) | 14 | -14 | -12 | -1 | 10 | -10 | 5 | -5 | -0.3 | -3
27 | C/C(=N\NC(=O)c1nnn(-c2nonc2N)c1CSc1ccc(Cl)cc1)c1ccco1 | -8 | 8 | -1 | 3 | -2 | -4 | -6 | -3 | 0.9 | -1
28 | O=C(Nc1cccc(-c2cn3cccnc3n2)c1)c1cccs1 | -11 | 11 | -26 | . | 9 | -20 | 11 | -3 | 0.7 | -8
29 | S=C(NCCc1ccccc1)Nc1cccc2cnccc12 | -4 | 4 | -14 | -1 | 6 | 4 | -22 | 6 | 0.1 | 0
30 | Cc1ccccc1NS(=O)(=O)c1cc(C(=O)N2CCCC2)ccc1Cl | -6 | 6 | -9 | -2 | -4 | 10 | -8 | 6 | 1.1 | 4
31 | Cc1ccc2c(cnn2C(=O)CCC(=O)NCc2cccc(Br)c2)c1 | 16 | -16 | -6 | -3 | 8 | 0 | 16 | 11 | -0.2 | 10
32 | OCCC1CN(Cc2cnc(N3CCCC3)s2)CCN1C1CCCC1 (stereo not drawn) | 17 | -17 | -2 | 1 | 3 | -5 | -3 | 2 | -1.4 | -5
33 | Cc1sc(N)nc1-c1ccc2c(c1)OCCO2 | 12 | -12 | -1 | 3 | -1 | -4 | 9 | -2 | 0.3 | 6
34 | O=S(=O)(c1ccc2c(c1)OCCO2)N1CCc2ccccc21 | -6 | 6 | -13 | -1 | 4 | -11 | -2 | 0 | -0.9 | -11
35 | COc1ccc(C(=O)Nc2nc3ccc(S(C)(=O)=O)cc3s2)cc1 | -58 | 58 | 5 | -6 | 11 | -12 | 17 | -1 | 0.7 | 4
36 | COc1ccc(NC(=O)CN(C)CC(=O)c2[nH]c(C)c(C(C)=O)c2C)cc1 | 0 | 0 | -4 | 5 | 0 | -8 | 3 | -6 | -0.2 | -2
37 | CCC(C)NC(=O)c1ccc(CS(=O)(=O)c2ccc(OC)cc2)o1 (stereo not drawn) | 5 | -5 | -1 | 2 | 8 | -3 | . | -2 | -0.5 | 4
38 | O=C(NCCNC(=O)c1ccccc1Br)c1cccnc1 | 13 | -13 | 2 | 1 | -1 | -2 | -6 | 7 | -0.8 | -2
39 | CC(C)N(C(=S)Nc1cccc(C(F)(F)F)c1)C(C)c1ccccn1 (stereo not drawn) | 11 | -11 | -6 | -2 | -2 | 1 | -4 | -3 | 1.0 | 13
40 | Cc1c(Cl)c(C(F)(F)F)nn1CC(=O)NN | -9 | 9 | 1 | . | 0 | -10 | 1 | 2 | -0.1 | -2
41 | COc1cccc(NC(=O)COC(=O)Cc2ccc(Cl)cc2)c1 | 19 | -19 | -5 | -1 | -4 | 9 | 3 | -3 | 0.0 | 20
42 | CCO[C@@H]1OC(C(=O)N2CCN(Cc3ccccc3)CC2)=C[C@H](c2coc3ccccc3c2=O)[C@H]1CCCO | 15 | -15 | 3 | -2 | -10 | -2 | -2 | 7 | 0.0 | 15
43 | Cn1c(=O)cc(OCCCC(=O)Nc2ccccn2)c2ccccc21 | 16 | -16 | -3 | 10 | 0 | -5 | . | -1 | -1.0 | -3
44 | CCC(C)(C)n1nnnc1C(c1ccc2ncccc2c1)N1CCN2CCCC2C1 (stereo not drawn) | 30 | -30 | 2 | -2 | -1 | 2 | -1 | -2 | 0.4 | 1
45 | COc1cc(NCCCn2cnc(C(=O)Nc3ccc(C)c(C)c3)n2)cc(OC)c1OC | 17 | -17 | -8 | 0 | -10 | -1 | 4 | 2 | 1.2 | -2
46 | CNc1cc([N+](=O)[O-])ccc1OCc1ccccc1 | -55 | 55 | 4 | 9 | 7 | -4 | 24 | 2 | -0.3 | 6
47 | COc1ccc(C(=O)NNC(=O)CSc2nnc(C3CC3)n2C)cc1 | 8 | -8 | 5 | -1 | 1 | -15 | -12 | 8 | -0.7 | -9
48 | Cc1nn(C(=O)Cn2ccc([N+](=O)[O-])n2)c(C)c1Cl | 37 | -37 | -3 | 2 | -5 | 10 | 6 | -1 | 0.7 | 9
49 | O=c1[nH][nH]c(C(F)(F)F)c1/C=N/N1CCOCC1 | 29 | -29 | -5 | -3 | 9 | 1 | 3 | 1 | -2.3 | -5
50 | COc1ccc(Cl)cc1NC(=O)CN(C)C(=O)CN1C(=O)NC2(CCCC2)C1=O | 42 | -42 | -2 | -4 | -9 | 5 | -6 | -1 | 0.1 | 41
51 | Cc1c(N2C(=O)/C(=C/c3cccc4ccccc34)SC2=S)c(=O)n(-c2ccccc2)n1C | -28 | 28 | -13 | . | -15 | 0 | -14 | 4 | 0.0 | 4
52 | CCOC(=O)N1CCC(N2Cc3cccc(C(=O)Nc4ccc(N(CC)CC)cc4C)c3C2=O)CC1 | -8 | 8 | -16 | -3 | 3 | -3 | 12 | 2 | . | -3
53 | COc1ccccc1OCC(=O)NCCSCc1ccc(Cl)cc1 | 34 | -34 | -7 | -1 | -3 | -3 | 10 | 6 | 1.2 | 3
54 | Cc1ccc(NC(=O)c2cc(N3C(=O)CCC3=O)ccc2N2CCOCC2)cc1 | -9 | 9 | -9 | -2 | 10 | -5 | 3 | 5 | -4.7 | 3
55 | Cc1cccc(C(=O)Nc2nsc(N)n2)c1 | 48 | -48 | 11 | 0 | 5 | -16 | -8 | 3 | 0.7 | -2
